Growth percent in the NCI-60 one-dose screen (48 h, 10 µM unless noted): 100 = growth as untreated, 0 = no growth, -100 = all killed.
SN12C: SN12C renal cancer cells; 3.8% of 81,000 active; AID 1794767
UO-31: UO-31 renal cancer | 5.2% of 81,000 active
DU-145: DU-145 prostate cancer; 4.2% of 81,000 active
SF-539: SF-539 CNS cancer; 6.8% of 81,000 active
U251: U251 CNS tumor cells; 5.4% of 80,000 active; AID 1794753
PC-3: PC-3 prostate cancer cells; 3.9% of 80,000 active
SF-295: SF-295 CNS cancer cells; 5.6% of 79,000 active; AID 1794758
SF-268: SF-268 CNS cancer cells; AID 1794759; 3.1% of 82,000 active
786-0: 786-0 renal cancer cells. 5.1% of 81,000 active. AID 1794775
* = called active by the depositor; / = not tested or not shown; & = joins results of further samples. How the source made its calls: active means growth percent below 10; inactive means the rest.

entry | canonical_smiles | SN12C | UO-31 | DU-145 | SF-539 | U251 | PC-3 | SF-295 | SF-268 | 786-0
1 | C[C@@H]1CN2CN(c3ccc(C(=O)O)c(O)c3)CN3C2C2N(C[C@@H]3C)CN(c3ccc(C(=O)O)c(O)c3)CN21 (stereo partly specified) | 102 | 82 | 109 | 103 | 104 | 96 | 100 | 103 | 101
2 | CCC1S(=O)(=O)OCCOS1(=O)=O | 99 | 85 | 108 | 92 | 101 | 102 | 101 | 85 | 104
3 | CCOC(=O)C1CCCC1 | 100 | 78 | 110 | 94 | / | 92 | 94 | 103 | 99
4 | CC(=O)Oc1c(C2=NN(C(C)=O)C(c3ccc(F)cc3)O2)sc2nnc(-c3ccccc3)c(-c3ccccc3)c12 (stereo unspecified) | 76 | 79 | 104 | 107 | 81 | / | 85 | 86 | 102
5 | Cc1cc(C[P+](c2ccccc2)(c2ccccc2)c2ccccc2)c(C[P+](c2ccccc2)(c2ccccc2)c2ccccc2)cc1C | 88 | 64 | 111 | 88 | 75 | 87 | 48 | 94 | 96
6 | O=C1Nc2cc(Cl)ccc2/C1=C/c1cccc(OCc2ccccn2)c1 | -15* | 30 | 10.0* | -48* | -17* | 20 | 14 | 13 | 11
7 | Cn1cc(-c2csc(-c3cn(C)c4ncccc34)n2)c2cc(Br)cnc21 | 89 | 100 | / | 109 | 88 | 68 | 82 | 105 | 94
8 | COc1ccc(-n2c(C)nc3c(c(C)nn3-c3ccccc3)c2=O)cc1 | 42 | 44 | 1.0* | -1.3* | / | 27 | 3.3* | 30 | 27
9 | CNC1=C([N+](=O)[O-])C(c2ccc(F)cc2)C(C#N)=C(c2cccs2)O1 (stereo unspecified) | 105 | 85 | 107 | 101 | 98 | 102 | 103 | 102 | 111
10 | Cc1nc(/N=C(N)/N=C(\N)c2ccccc2Cl)sc1C | 81 | 78 | 100 | 72 | 84 | 91 | 45 | 92 | 102
11 | C=CCOCC1CC2(Cl)CC1(Cl)C(Cl)=C2Cl (stereo unspecified) | 102 | 94 | 118 | 109 | 56 | 98 | 101 | 102 | 113
12 | O/N=C\c1c(-c2ccccc2)[nH]c2ccccc12 | 97 | 87 | 105 | 99 | 94 | 85 | 104 | 103 | 94
13 | Nc1nc(Sc2ccccc2)c2cc[nH]c(=O)c2n1 | 109 | 87 | 115 | 109 | 109 | 88 | 113 | 118 | 105
14 | C=CCn1cc(/C=N\N=C2\C(=O)Nc3ccccc32)c2ccccc21 | 92 | 67 | 107 | 98 | 90 | 79 | 94 | 97 | 105
15 | C/C(=N\O)[C@@H]1CC[C@]2(C(N)=O)CC[C@]3(C)[C@H](CC[C@@H]4[C@@]5(C)CC/C(=N/O)C(C)(C)[C@@H]5CC[C@]43C)[C@@H]12 | 100 | 82 | 100 | 83 | 95 | 61 | 93 | 84 | 92
16 | Cc1ccc(NC(=O)CSc2nc3ccccc3c(=O)n2CCc2ccc(S(N)(=O)=O)cc2)cc1 | 65 | 70 | 78 | 69 | 85 | 77 | 78 | 68 | 62
17 | COc1ccc(/C=C2/SC(=S)NC2=O)c(OC)c1OC | 79 | 42 | 98 | 83 | 83 | 76 | 76 | 81 | 88
18 | CC(C#N)Oc1cccc2ccccc12 (stereo unspecified) | 96 | 67 | 108 | 100 | 96 | 101 | 92 | 99 | 104
19 | OC(CBr)c1ccnc2ccccc12 (stereo unspecified) | 100 | 83 | 109 | 102 | 96 | 89 | 97 | 100 | 99
20 | Cc1c(C(=O)C2CC2c2ccccc2)nnn1-c1ccccc1 (stereo unspecified) | 102 | 92 | 105 | 105 | 91 | 85 | 113 | 105 | 95
21 | Cc1ccc(C)c(-n2c(-c3ccc(Br)cc3)csc2=NC(=O)c2ccccc2F)c1 | 86 | 108 | 102 | 89 | 46 | 23 | 73 | 100 | 71
22 | O=S(c1ccccc1O)S(=O)c1ccccc1O (stereo unspecified) | 99&110 | 73&69 | 114&118 | 109&121 | 109&97 | 96&99 | 115&112 | 101&104 | 117&98
23 | N#C/C(=C/N)C(N)=O | 101 | 93 | 113 | 99 | 102 | 96 | 98 | 115 | 99
24 | Cc1c(Cc2ccccc2)[n+](=O)c2ccccc2n1[O-] | 105 | 89 | 105 | 101 | 100 | 94 | 119 | 102 | 99
25 | CCc1ccc(OCCO)c(Cl)c1 | 102 | 88 | 108 | 106 | 86 | 93 | 106 | 94 | 102
26 | Oc1ccc(CN(Cc2ccc(C(F)(F)F)cc2)Cc2ccc(O)c3ncccc23)c2cccnc12 | / | 4.6* | 24 | 15 | 1.8* | 13 | 6.9* | 26 | 11
27 | C/C(=N\NC(=O)Nc1ccccc1)c1nnn(-c2ccc([N+](=O)[O-])cc2)c1C | 110 | 72 | 105 | 100 | 102 | 100 | 108 | 103 | 102
28 | CN(C)CCOc1ccc(I)cc1Cc1ccccc1 | 90 | 57 | 92 | 88 | 71 | 79 | 94 | 85 | 83
29 | CCCCC[n+]1ccc(SCC(=O)N(C)c2ccc(OC(F)(F)F)cc2)c2ccccc21 | 96 | 97 | 101 | 111 | 107 | 92 | 92 | 110 | 100
30 | O=CNc1ccc(-n2cnc3cc(-c4ccc(O)cc4)ccc32)cc1 | 72 | 61 | 87 | 60 | 85 | 88 | 103 | 85 | 101
31 | COc1ccc(Cl)cc1/C=C/C=N/NC(=O)c1ccncc1 | 100 | 95 | 106 | 109 | 99 | 102 | 98 | 100 | 96
32 | C#CC(F)(F)[C@]1(O)CCC2C3CCC4=CC(=O)CCC4=C3[C@@H](c3ccc(N(C)C)cc3)C[C@@]21C (stereo partly specified) | 104 | 76 | 104 | 83 | 89 | 66 | 86 | 96 | 69
33 | C=CCON(CC=C)C(=O)O | 105 | 92 | 98 | 89 | 101 | 101 | 110 | 96 | 91
34 | CC(CCC(=O)O)C1CCC2C3CC(=O)C4CC(=O)CCC4(C)C3CCC12C (stereo unspecified) | 96 | 100 | 112 | 104 | 90 | 88 | 101 | 102 | 100
35 | OC1(CSc2ccccc2)CCCCC1 | 96 | 98 | 105 | 103 | 104 | 108 | 91 | 103 | 105
36 | Cc1ccc(NC(=O)Nc2cccc(Cl)c2)cc1F | 91 | 88 | 97 | 96 | 69 | 74 | 102 | 84 | 103
37 | CC(=O)O[C@]1(C)CC[C@H]2[C@H](CNCCc3ccccc3F)C(=O)O[C@@H]2C2=C(C)C(=O)C[C@H]21 | 93 | 83 | 94 | 100 | 101 | 84 | 112 | 95 | 101
38 | C#CCOC(=O)C(N)C(C)O (stereo unspecified) | 98 | 84 | 120 | 90 | 98 | 97 | 94 | 101 | 104
39 | CCCCCCCCN=C(NCCCCCCCC)SCc1cccc2ccccc12 | -88* | -57* | -74* | -87* | -99* | -93* | -85* | -91* | -88*
40 | COC(=O)C1CC23C=CCN4CCC5(c6ccccc6NC15C2C)C43 (stereo unspecified) | 103 | 80 | 133 | 95 | 108 | 82 | 116 | 112 | 105
41 | CC/C=C\C/C=C\C/C=C\CCCCCCCCOc1ccc(CCOP(=O)(O)OCC[N+](C)(C)C)cc1 | 96 | 93 | 111 | 100 | 98 | 104 | 102 | 94 | 99
42 | CC(C)(C)c1ccc(CCO)cc1 | 92 | 79 | 114 | 89 | 103 | 100 | 89 | 104 | 98
43 | Clc1ccccc1C(Sc1nc2ccccc2s1)Sc1nc2ccccc2s1 | 94 | 79 | 111 | 100 | 108 | 94 | 98 | 94 | 105
44 | CCCCC1CCCCN1C(=O)OCC (stereo unspecified) | 103 | 89 | 108 | 100 | 96 | 93 | 127 | 106 | 93
45 | O=C(Nc1cc(=O)[nH]c(SCC(=O)N2CCN(c3cc4c(cc3F)c(=O)c(C(=O)O)cn4C3CC3)CC2)n1)c1ccccc1 | / | 78 | 101 | 92 | 83 | 84 | 104 | 85 | 112
46 | N#Cc1ncc(-c2ccc(F)cc2)c(NC2CCCCCC2)n1 | 95 | 87 | 102 | 94 | 68 | 80 | 95 | 88 | 96
47 | ICC1CCCCC1 | 111 | 83 | 113 | 105 | 104 | 99 | / | 107 | 98
48 | CC1(CC(=O)Nc2ccccc2)Nc2cc(Cl)ccc2-c2ccnn21 (stereo unspecified) | 97 | 60 | 104 | 94 | / | 87 | 93 | 101 | 104
49 | O=c1c(-c2n[nH]c(=S)n2-c2ccccc2)cnc2nc[nH]n12 | 99 | 86 | 105 | 105 | 109 | 93 | 100 | 96 | 100
50 | O=[N+]([O-])c1ccc(S(=O)(=O)Nc2ccc(-c3ccccc3)cc2)cc1 | 93 | 90 | 107 | 98 | 101 | 95 | 109 | / | 96

Some of the entries above in a different format.
(49) O=c1c(-c2n[nH]c(=S)n2-c2ccccc2)cnc2nc[nH]n12
(43) Clc1ccccc1C(Sc1nc2ccccc2s1)Sc1nc2ccccc2s1
(47) ICC1CCCCC1
(44) CCCCC1CCCCN1C(=O)OCC (stereo unspecified)
(41) CC/C=C\C/C=C\C/C=C\CCCCCCCCOc1ccc(CCOP(=O)(O)OCC[N+](C)(C)C)cc1
(42) CC(C)(C)c1ccc(CCO)cc1
screen / no. | 49 | 43 | 47 | 44 | 41 | 42
SN12C | 99 | 94 | 111 | 103 | 96 | 92
UO-31 | 86 | 79 | 83 | 89 | 93 | 79
DU-145 | 105 | 111 | 113 | 108 | 111 | 114
SF-539 | 105 | 100 | 105 | 100 | 100 | 89
U251 | 109 | 108 | 104 | 96 | 98 | 103
PC-3 | 93 | 94 | 99 | 93 | 104 | 100
SF-295 | 100 | 98 | / | 127 | 102 | 89
SF-268 | 96 | 94 | 107 | 106 | 94 | 104
786-0 | 100 | 105 | 98 | 93 | 99 | 98

Next entries
entry | canonical_smiles | SN12C | UO-31 | DU-145 | SF-539 | U251 | PC-3 | SF-295 | SF-268 | 786-0
51 | COc1cc(C(=O)n2cc(-c3ccc(Cl)cc3)c(N)n2)cc(OC)c1OC | 105 | 64 | 126 | 101 | 96 | 94 | 87 | 102 | 99
52 | CC(C)NCCCCCNc1cc(O)cc2cccnc12 | 59 | 88 | 93 | 72 | 101 | 92 | 77 | 89 | 70
53 | CN1CCc2c(sc3ncnc(N/N=C/c4ccc(F)cc4)c23)C1 | 99 | 84 | 100 | 96 | 102 | 90 | 101 | 90 | 103
54 | CCCOc1ccc(/C=N/NC(N)=S)cc1 | 72 | / | 94 | 81 | 97 | 105 | 112 | 102 | /
55 | Cc1nc2cc(NCc3cn(-c4ccc(F)c(Cl)c4)nn3)ccc2c(=O)n1-c1ccccc1 | 102 | 77 | 107 | 100 | 95 | 86 | 97 | 95 | 111
56 | S=c1[nH]nc(-c2ccc(-n3nc(-c4ccccc4)c4ccccc43)cc2)s1 | 100 | 88 | 102 | 103 | 95 | 85 | 91 | 89 | /
57 | CC(Sc1nc2sc3c(c2c(=O)n1-c1ccc(Cl)cc1)CCCC3)C(=O)Nc1nc(-c2ccc(Cl)cc2)cs1 (stereo unspecified) | 96 | 84 | 107 | 106 | 94 | 91 | 96 | 95 | 103
58 | COc1ccc(/C=N/c2cc(C(C)(C)C)nn2-c2ccccc2)cc1 | 102 | 94 | 113 | 93 | 98 | / | 97 | 101 | 94
59 | N#Cc1nc(-c2ccc(F)cc2)oc1S(=O)(=O)N1CCN(c2ccc(F)cc2)CC1 | 85 | 81 | 102 | 101 | 87 | 92 | 106 | 106 | 100
60 | O=C(Cn1cc(CO)nn1)c1ccc(F)cc1 | 107 | 91 | 110 | 96 | 110 | 96 | 105 | 102 | 92
61 | CC(C)=CCC[C@](C)(O)C1CC[C@]2(C)[C@@H]1CC[C@@H]1[C@@]3(C)CC/C(=N\OCCC#N)C(C)(C)[C@@H]3CC[C@]12C (stereo partly specified) | 80 | 60 | 84 | 92 | 90 | 62 | 98 | 87 | 86
62 | COc1cc2c3cc(C(=O)O)sc(=O)c3n(C)c2cc1OC | 93 | 83 | 98 | 92 | 95 | / | 90 | 89 | 96
63 | O=C(c1nc2ccccc2[nH]1)C1C(c2ccccc2O)C2CSCN2[C@@]12C(=O)Nc1ccccc12 (stereo partly specified) | 94 | 74 | 99 | 98 | 96 | 91 | 96 | 92 | 106
64 | COc1ccc(C(=O)Cn2cc(CNC(=O)c3ccc4ccc5ccc(C(=O)NCc6cn(CC(=O)c7ccc(OC)c(OC)c7)nn6)nc5c4n3)nn2)cc1OC | 98 | 84 | 107 | 94 | 101 | 93 | 104 | 101 | 43
65 | O=S(=O)(NCCCNc1nccc(-c2c(-c3cccc(F)c3)nc3occn23)n1)c1ccc(Br)cc1 | 82 | 60 | 92 | 102 | 97 | 64 | 108 | 91 | 85
66 | CCCO[C@@]12Oc3cc(OC)cc(OC)c3[C@]1(O)[C@@H](O)C[C@H]2c1ccccc1 | 113 | 82 | 106 | 98 | 100 | 98 | 94 | 105 | 98
67 | O=S(=O)(NCCCNc1nccc(-c2[nH]c(-c3ccccc3)nc2-c2ccc(Cl)c(O)c2)n1)c1ccccc1 | 94 | 114 | 91 | 104 | 106 | 73 | 84 | 99 | 103
68 | O=C1S/C(=C\c2ccccc2)C(=O)N1Cc1cc2ccccc2nc1Cl | 97 | 90 | 101 | 103 | 99 | 98 | 99 | 96 | 107
69 | COc1ccc(/C=C2\Cc3ccccc3C2=O)cc1 | 92 | 87 | 100 | 99 | / | 87 | 43 | 93 | 91
70 | CN1CCN(C(=O)C2CN(c3cccc(Cl)c3)N(c3cccc(Cl)c3)C2=O)CC1 (stereo unspecified) | 92 | 44 | 102 | 90 | 92 | 73 | 97 | 84 | 71
71 | CCCC(C)c1cc(Cc2cc(Cl)cc(Cl)c2O)c(O)c(Cc2cc(Cl)cc(Cl)c2O)c1 (stereo unspecified) | 5.5* | 6.1* | 27 | -3.2* | 7.5* | 3.8* | -39* | 16 | 6.9*

Assay outcomes: PubChem, NCI
